ROCK2 inh – ROCK2 (human) kinase inhibition | purified ROCK2, Kinase-Glo ATP depletion luminescence | AID 604 | inhibition, % at 6 µM | O75116 | 60,000 compounds, 0.35% hits;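 active = inhibition above the screen-wide mean inhibition plus 3 SD, cut at about 18% in these data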;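 also: plate controls were DMSO wells for no effect and Y-27632 control wells after no-enzyme background subtraction for full effect; many of its hits are not listed in these tables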
CatL inh – inhibitors of human cathepsin L; purified cathepsin L, fluorogenic substrate, fluorescence; inhibition, %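 (tested at 10 µM)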; 58,000 compounds, 0.17% hits; AID 460; in the data active = inhibition above about 45%;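 also: 0% = enzyme with no compound and 100% = no enzyme blank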
FXIIa inh mix – inhibitors of human coagulation factor XIIa, pooled mixtures | inhibition, % at 5 µM | 62,000 compounds, 0.2% hits | purified FXIIa, fluorogenic substrate | AID 684 | P00748;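 also: 0% = enzyme without compound and 100% = no enzyme blank; some results filed as inactive read as strong as hits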
CatS inh – human cathepsin S inhibition. 62,000 compounds, 0.06% hits. P25774. inhibition, %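 (tested at 5 µM per compound within 10-compound mixtures)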. recombinant cathepsin S, AMC dipeptide fluorescence, pooled mixtures; in the data active = inhibition above about 32%, passing the limit was not always enough;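 also: 0% = enzyme without compound and 100% = blank without enzyme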
JNK3 inh – blocks human JNK3 kinase activity; P53779; inhibition, % at 8 µM; 60,000 compounds, 0.61% hits; purified JNK3 kinase activity, HTS; AID 746; in the data active = inhibition above about 17%;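 also: 0% = DMSO and 100% = reference inhibitor; many of its hits are not listed in these tables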
CatG inh – cathepsin G (human) inhibition; purified enzyme, AMC-tetrapeptide fluorescence, pooled mixtures; 62,000 compounds, 0.2% hits; P08311; inhibition, % at 5 µM (by protocol);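 active = inhibition above 20% in each of the two mixture wells holding the compound; inactive = inhibition of 20% or less in either well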;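 also: 0% = enzyme control without mixture and 100% = blank lacking enzyme; strong numbers were not always called active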
Target sequence (P08311 21-244 limits assumed): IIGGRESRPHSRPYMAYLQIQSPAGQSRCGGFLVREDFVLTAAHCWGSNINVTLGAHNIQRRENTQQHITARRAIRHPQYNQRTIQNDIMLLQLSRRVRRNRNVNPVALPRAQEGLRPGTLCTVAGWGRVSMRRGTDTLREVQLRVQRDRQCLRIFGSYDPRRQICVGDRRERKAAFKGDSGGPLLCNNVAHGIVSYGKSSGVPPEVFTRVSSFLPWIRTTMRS
PKA kinase inh – blocks human protein kinase A activity; P17612; PKA Kemptide phosphorylation, Kinase-Glo ATP luminescence; inhibition, % at 6 µM; 65,000 compounds, 0.1% hits;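 active = inhibition above the screen-wide mean inhibition plus 3 SD, cut at about 21% in these data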; also: many of its hits are not listed in these tables
FXIa mix inh – factor XIa (human) inhibition, mixture screen | purified FXIa, fluorogenic substrate, pooled mixtures | AID 680 | P03951 | inhibition, % at 5 µM | 62,000 compounds, 0.19% hits;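 also: each value is inhibition by a whole ten-compound pool holding the compound; 0% = enzyme with no mixture and 100% = wells lacking enzyme; strong numbers were not always called active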
C1s inh – blocks human complement C1s protease activity; P09871; purified C1s, fluorogenic AMC substrate, pooled mixtures; mean inhibition % of two 10-compound mixtures (hits give high values), % at 5 µM (by protocol); 62,000 compounds, 0.16% hits; AID 538;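 active = inhibition above 20% in each of the two 10-compound mixture wells holding the compound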;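 also: 0% = enzyme wells lacking compound mixture and 100% = no-enzyme blank wells; some compounds called inactive have numbers as strong as hits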
Target sequence (P09871 16-437 limits assumed): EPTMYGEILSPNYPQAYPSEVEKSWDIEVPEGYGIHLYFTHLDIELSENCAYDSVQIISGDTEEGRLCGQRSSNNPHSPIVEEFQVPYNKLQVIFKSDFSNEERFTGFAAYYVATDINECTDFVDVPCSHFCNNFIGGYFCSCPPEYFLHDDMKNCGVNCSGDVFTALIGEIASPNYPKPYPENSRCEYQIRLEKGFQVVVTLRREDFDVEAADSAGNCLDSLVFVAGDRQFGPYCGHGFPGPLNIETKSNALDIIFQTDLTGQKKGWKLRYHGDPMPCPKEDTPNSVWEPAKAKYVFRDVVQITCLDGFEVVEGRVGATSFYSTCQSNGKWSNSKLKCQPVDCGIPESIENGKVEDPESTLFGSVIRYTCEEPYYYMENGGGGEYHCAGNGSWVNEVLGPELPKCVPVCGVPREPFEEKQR
Target sequence (P09871 438-688 limits assumed): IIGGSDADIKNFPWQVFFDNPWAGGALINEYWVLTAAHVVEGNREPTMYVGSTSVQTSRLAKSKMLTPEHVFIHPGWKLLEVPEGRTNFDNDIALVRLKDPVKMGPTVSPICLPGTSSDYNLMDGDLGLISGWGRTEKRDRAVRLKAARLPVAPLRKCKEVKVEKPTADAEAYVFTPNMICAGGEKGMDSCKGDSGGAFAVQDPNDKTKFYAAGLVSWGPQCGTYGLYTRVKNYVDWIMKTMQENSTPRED
The depositor's hits bear a star; · = no result given. Rule as the data show it, unless noted: active = inhibition above about 20% (passing the limit was not always enough); inactive = the rest.

SMILES | ROCK2 inh | CatL inh | FXIIa inh mix | CatS inh | JNK3 inh | CatG inh | PKA kinase inh | FXIa mix inh | C1s inh
Nc1c(C(=O)Nc2ccc(F)cc2)sc2nc(-c3ccco3)ccc12 | 4 | 7 | -1 | 10 | 5 | 7 | 2 | -11 | -48
COc1ccccc1-n1c(-c2cccnc2)n[nH]c1=S | -2 | 0 | 2 | 12 | -6 | -5 | 2 | 3 | -7
CC1(C)Nc2ccc(O)cc2-c2c1ssc2=S | 4 | -4 | · | · | -7 | · | 1 | · | ·
Cc1occc1-c1nnc(SCc2nc3ccccc3c(=O)n2CC#N)n1C | 1 | 20 | 10 | 6 | -6 | 0 | -1 | 2 | -17
CCCCC(CC)CNC(=O)CN(C)S(=O)(=O)c1cccc2nsnc12 (centres undefined) | 6 | -6 | 3 | -2 | -3 | 3 | 7 | 6 | 1
Cn1c(=O)c2c(nc(SCCN3CCOCC3)n2Cc2ccc(Cl)cc2)n(C)c1=O | -1 | 7 | 3 | 5 | -13 | -1 | -5 | 5 | 2
CC(C)OC(=O)C(CC(=O)O)NCc1ccccc1 (centres undefined) | 4 | 1 | 3 | -13 | -1 | 0 | 5 | 7 | -35
O=C(Nc1nc2c(s1)COc1ccccc1-2)c1cccs1 | 3 | 16 | 6 | -2 | -3 | -2 | 9 | -6 | -53
COc1cc(C)c(S(=O)(=O)N2CCN(C)CC2)cc1C | -1 | 6 | 7 | 14 | 2 | 12 | -4 | 9 | 10
CN1CCN(CCC(=O)N2c3ccccc3Sc3ccc(Cl)cc32)CC1 | 8 | 11 | · | · | -1 | · | 5 | · | ·
O=S(=O)(Nc1ccccn1)c1ccc(Cl)cc1 | 0 | 0 | 9 | -14 | 2 | 2 | -6 | 6 | -2
O=C(Cn1ncc2c(=O)oc3ccccc3c21)N1CCN(C(=O)c2ccco2)CC1 | 0 | 8 | 3 | 0 | -1 | -2 | 2 | 0 | -30
Cc1cc(C)nc(N2CCC(C(=O)NCC3CCCCC3)CC2)n1 | 8 | 14 | 3 | 3 | 6 | 0 | 16 | 4 | 2
O=C(O)c1ccccc1-c1ccc(/C=c2\sc3nc4cc(Br)cnc4n3c2=O)o1 | · | · | 4 | 14 | · | 1 | · | 10 | -26
COCCCNC(=O)c1c(N)n(-c2ccc3c(c2)OCO3)c2nc3ccccc3nc12 | 0 | -100 | -4 | -10 | 2 | 6 | 0 | 1 | -9
CN(C)c1ccc(C2N(c3cccc(Cl)c3)C(=O)C3CCCN32)cc1 (centres undefined) | 6 | 2 | 9 | -2 | -1 | 11 | 4 | 0 | -1
CCCN1CCN(CCCNC(=O)Cn2nc(-c3ccc(C)cc3)ccc2=O)CC1 | -2 | 3 | 10 | -4 | 6 | 1 | 0 | 9 | -25
CCCCS(=O)(=O)Nc1ccc(C(=O)NCC2CCCO2)cc1 (centres undefined) | 8 | -5 | 4 | -5 | 3 | 4 | 12 | -3 | -1
CCSc1nnc(Cn2c(=O)sc3ccccc32)n1-c1ccccc1C | 6 | 8 | 2 | 8 | -1 | -2 | 4 | 9 | 0
Cc1ccc(N2CCCCn3c2nc2c3c(=O)[nH]c(=O)n2C)cc1 | 2 | -9 | -2 | -1 | 4 | 12 | 0 | -1 | 4
COc1ccc(NCc2nnc(SCC(=O)Nc3cc(C(F)(F)F)ccc3Cl)o2)cc1 | -1 | 11 | -15 | 7 | -1 | 10 | 7 | 1 | 9
COc1ccccc1NC(=O)c1ccc(NC(=O)CSc2nnnn2C)cc1 | 4 | 1 | 7 | 10 | 1 | 13 | 8 | 0 | 3
Cn1c(SCC(=O)N(C2CCCCC2)C2CCCCC2)nnc1-c1cccs1 | 8 | -11 | 0 | -6 | 2 | 9 | 12 | 3 | 6
CN(C)c1ccc(C(=O)Nc2nc3c(s2)CCCC3)cc1 | 1 | -10 | 4 | 27 | -6 | 2 | -3 | 28 | 3
CCc1cccc(C)c1NC(=O)CSc1nnc(-c2cc3cc(Br)ccc3o2)n1CC | 5 | 0 | -4 | -5 | 2 | 0 | 10 | 0 | 3
CCOC(=O)C1CCCN(c2c(Nc3ccc(C)c(C)c3)c(=O)c2=O)C1 (centres undefined) | 4 | 13 | -1 | -31 | -2 | -41 | 5 | -12 | -68
COc1ccc(N2CCN(C(=O)CC(NC(N)=O)c3cccc(Oc4ccccc4)c3)CC2)cc1 (centres undefined) | 4 | · | -11 | -5 | -4 | 4 | 6 | -4 | -9
O=C(Cc1coc(-c2ccc(F)cc2)n1)NCc1ccccc1 | -3 | 17 | 5 | 12 | 6 | 53 | -4 | 12 | 6
c1ccc(Cn2nnnc2CN2CCCC2)cc1 | -1 | -2 | 5 | -24 | -2 | -7 | 0 | -13 | -80
CCn1c(C)nc2cc(S(=O)(=O)N3CCCC3)ccc21 | 0 | 0 | 1 | 0 | 6 | -3 | -1 | 8 | -19
Cn1ncc(N=Cc2c(O)ccc3ccccc23)c1C(=O)N1CCOCC1 | 4 | 14 | · | · | -1 | · | 4 | · | ·
Cc1ccc(NC(=O)NC2CCN(CC(=O)Nc3nccs3)CC2)cc1 | 1 | 8 | 1 | 2 | 3 | -2 | 5 | 0 | 4
NC(=O)C1CCN(c2nc(-c3ccccc3)nc3ccccc23)CC1 | 1 | 3 | 3 | 7 | 9 | 13 | -1 | 15 | 12
COCCC(=O)N(Cc1ccc2c(c1)OCO2)C(C(=O)NC1CCCCC1)c1ccncc1 (centres undefined) | 6 | 0 | 0 | -5 | 6 | -13 | 10 | 1 | -21
COc1cccc(C(=O)Nc2ccc(NC(=O)C(C)C)nc2)c1 | 2 | 3 | 4 | -10 | 5 | 2 | 0 | -10 | -80
CC(=O)c1cccc(NC(=O)Nc2cccnc2)c1 | 3 | -2 | 12 | -2 | 4 | 10 | 8 | 9 | 12
c1cc(-c2nnc3n2CCCCC3)ccn1 | 7 | -11 | -1 | -8 | 6 | 11 | 9 | 2 | 11
CCOC(=O)c1cccc(NC(=O)c2cnccn2)c1 | 5 | 16 | 5 | 0 | 6 | 8 | 12 | 5 | 13
C=CCn1c(SCC(=O)C(C)(C)C)nnc1-c1cccs1 | 3 | 10 | -4 | -6 | 1 | 8 | 6 | 6 | 8
CSc1cccc(NS(=O)(=O)c2cccs2)c1 | -2 | 2 | -1 | 3 | -13 | 4 | -6 | 10 | 5
CC1(C)Cc2c(sc3c2c(=N)n(Cc2ccco2)c(=O)n3Cc2ccccc2)CO1 | 4 | 6 | 2 | 9 | 3 | 2 | 12 | 11 | 2
CCC(c1nnnn1C(C)(C)CC)N(CCCO)Cc1cc2cc(C)cc(C)c2[nH]c1=O (centres undefined) | 3 | -4 | 1 | -4 | 2 | -1 | 9 | 4 | -8
COc1ccc(-c2nc(-c3ccccc3)no2)c(OC)c1 | -17 | 25 | 1 | 14 | -1 | -1 | -6 | 9 | 3
COc1ccccc1N(CC(=O)Nc1ccc2c(c1)OCCO2)S(C)(=O)=O | 1 | 7 | 9 | -2 | 0 | -2 | 11 | 2 | -11
O=C1c2cccnc2C(=O)N1Cc1cccs1 | 6 | -9 | 4 | -5 | 4 | 10 | 8 | 7 | 13
COc1cccc(-c2nnc(NC(=O)c3cccc(F)c3)o2)c1 | 3 | 0 | -18 | -13 | -2 | 4 | 8 | 0 | -14
CC(Sc1ccccc1)C(=O)Nc1ccc(S(=O)(=O)N2CCOCC2)cc1 (centres undefined) | 0 | -6 | 5 | 8 | -6 | 2 | -3 | 9 | -9
Cc1ccnc(SCCn2c(Br)nc3c2c(=O)n(C)c(=O)n3C)n1 | 7 | 22 | 5 | 8 | 0 | -2 | 11 | -2 | 4
CS(=O)(=O)N1CCN(C(=O)c2cc3ccccc3oc2=O)CC1 | 9 | 9 | 12 | -2 | 1 | 6 | 10 | 4 | 2
Cc1cc(N2CCN(C(=O)c3ccco3)CC2)n2nc(C)c(-c3ccccc3)c2n1 | 0 | 2 | 1 | 6 | -1 | -2 | -3 | 1 | -2
O=S(=O)(NCc1cccnc1)c1cccc2cccnc12 | 2 | 9 | 10 | 5 | -2 | 0 | -1 | 7 | -34
CCc1ccc(N(CC(=O)NC2CCCC2)S(=O)(=O)c2c(C)noc2C)cc1 | 0 | 9 | 2 | 15 | 0 | 8 | 4 | 15 | 11
CCOc1ccc(NC(=O)CSc2nnc(-c3ccccc3)n2N)cc1 | · | · | 33 | 9 | · | 11 | 2 | 5 | 10
CC1CCCCN1S(=O)(=O)c1ccc2c(c1)CCN2C(=O)C1CCC1 (centres undefined) | -1 | -2 | 1 | 15 | 2 | -1 | -2 | 10 | 0
CCc1nnc(NC(=O)CSc2nc3c(c(=O)n2-c2ccccc2OC)SCC3)s1 | · | 10 | -13 | 3 | · | -1 | 5 | 3 | 0
CC1=CC(C)(C)N(C(=O)CSc2nccn2C)c2cc(C)ccc21 | 3 | 14 | 3 | 6 | -1 | 12 | 1 | 0 | -14
COc1cccc(-c2nnc(SCC(=O)OC(C)C)n2N)c1 | 4 | -19 | 10 | -14 | 8 | -11 | 10 | -15 | -53
CCCCOc1cccc(C2(C(=O)O)CCCC2)c1 | -1 | 2 | 12 | -4 | 3 | -2 | -9 | 5 | -5
COC(=O)c1ccc(NC(=O)CSc2nnc(C)n2-c2ccccc2)cc1 | 4 | 6 | 3 | 1 | 5 | 0 | 3 | 1 | 2
COc1ccc(-c2noc(CCC(=O)NCc3cccnc3)n2)cc1OC | 0 | 8 | 4 | 15 | 0 | 12 | -6 | 7 | 14

Given with values ahead of the structure: 3 of the compounds above.
ROCK2 inh | CatL inh | FXIIa inh mix | CatS inh | JNK3 inh | CatG inh | PKA kinase inh | FXIa mix inh | C1s inh | Compound
1 | 20 | 10 | 6 | -6 | 0 | -1 | 2 | -17 | Cc1occc1-c1nnc(SCc2nc3ccccc3c(=O)n2CC#N)n1C
6 | -6 | 3 | -2 | -3 | 3 | 7 | 6 | 1 | CCCCC(CC)CNC(=O)CN(C)S(=O)(=O)c1cccc2nsnc12 (centres undefined)
-1 | 7 | 3 | 5 | -13 | -1 | -5 | 5 | 2 | Cn1c(=O)c2c(nc(SCCN3CCOCC3)n2Cc2ccc(Cl)cc2)n(C)c1=O

Later entries:
SMILES | ROCK2 inh | CatL inh | FXIIa inh mix | CatS inh | JNK3 inh | CatG inh | PKA kinase inh | FXIa mix inh | C1s inh
Cc1c(C(=O)O)sc2nc3n(c(=O)c12)CCC(C)CC3 (centres undefined) | 4 | -3 | -37 | -9 | 7 | 9 | 8 | 1 | 3
Cc1nc2sc(C(c3cccc(F)c3)N3CCN(C(=O)c4ccco4)CC3)c(O)n2n1 (centres undefined) | 8 | 2 | 4 | 1 | 3 | -11 | 12 | 4 | -12
COCCNC(=O)Cc1cn(C)c2ccccc12 | · | 14 | 6 | 7 | · | -2 | 8 | -7 | -12
c1ccc(CCc2nc(-c3ccccn3)no2)cc1 | 12 | 4 | 9 | -6 | 3 | 22 | 9 | 11 | 23
CN1c2ccccc2-c2nc3ccccc3n2C1c1ccco1 (centres undefined) | 17 | -450 | · | · | -1 | · | 11 | · | ·
COc1ccc(-c2nc(C#N)c(NCc3ccc(C)cc3)o2)cc1OC | -4 | -12 | 10 | -5 | -7 | 10 | -2 | 8 | 16
CCC(Sc1nc2c(cnn2-c2ccc(Cl)cc2)c(=O)[nH]1)C(=O)OC (centres undefined) | 6 | 3 | 8 | 5 | 1 | 8 | 7 | 10 | 3
CCN1C2=C(C(=O)CCC2)C(c2ccc(O)cc2)C2=C1CCCC2=O | 8 | 13 | -14 | -3 | -2 | 7 | 10 | 0 | -5
O=C(c1cccc(Cl)c1)N1CCN(C2CCCCCC2)CC1 | 3 | -3 | 10 | 5 | -5 | -4 | 0 | -6 | -16
CN(C)S(=O)(=O)N1CCN(C(=O)N2CCCCC2)CC1 | 8 | -11 | -19 | -2 | 1 | 14 | 12 | 8 | 14
CCn1cc(Br)c(C(=O)NC(C)c2ccccc2)n1 (centres undefined) | 4 | 2 | -17 | 1 | 1 | 2 | 1 | 6 | 4
